CHO-K1 Ca PAM – nonselective calcium activators in parental CHO-K1 cells, primary screen, counter-screen for M1 PAM project, cell-based, Fluo-8 calcium fluorescence, full deck, 1536-well | activation, % at 3 µM | AID 602247, 2012 | actives 0.02% (n = 360,000) | ATP EC20; 0% at ATP EC20, 100% at ATP max;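 active = activation above the run cutoff, the mean activation of all test compounds plus 3 SD, cut at about 40% in these data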;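 also: peak over basal fluorescence ratio in a 140 s read after ATP addition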
CRFR2-BP ag – agonists of CRF-BP/CRF-R2 complex, primary screen, cell-based, HEK293, calcium dye fluorescence, uHTS. calcium dye fluorescence (FLIPR); percent of saturating CRF peptide response. activation, % at 13.2 µM. actives 0.46% (n = 350,000). AID 588473, 2011;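 active = activation of at least 50%, plus an integration ratio under a set limit after plate pattern correction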;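 also: plate controls were neutral control wells without compound for no effect and CRF at EC100 for full effect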
M4 PAM – human M4 muscarinic receptor positive allosteric modulators, primary screen, CHO-K1 cells, Fluo-8 calcium fluorescence; Muscarinic acetylcholine receptor M4 (Homo sapiens), P08173; CHO-K1 hM4/Gqi5, ACh EC20; 0% = ACh EC20, 100% = maximal ACh; activation, % at 3 µM; actives 0.4% (n = 360,000);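 active = activation above its plate's cutoff, the mean activation of sample wells plus 3 SD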; also: some results filed as inactive read as strong as hits
Target sequence (P08173 whole entry, looked up): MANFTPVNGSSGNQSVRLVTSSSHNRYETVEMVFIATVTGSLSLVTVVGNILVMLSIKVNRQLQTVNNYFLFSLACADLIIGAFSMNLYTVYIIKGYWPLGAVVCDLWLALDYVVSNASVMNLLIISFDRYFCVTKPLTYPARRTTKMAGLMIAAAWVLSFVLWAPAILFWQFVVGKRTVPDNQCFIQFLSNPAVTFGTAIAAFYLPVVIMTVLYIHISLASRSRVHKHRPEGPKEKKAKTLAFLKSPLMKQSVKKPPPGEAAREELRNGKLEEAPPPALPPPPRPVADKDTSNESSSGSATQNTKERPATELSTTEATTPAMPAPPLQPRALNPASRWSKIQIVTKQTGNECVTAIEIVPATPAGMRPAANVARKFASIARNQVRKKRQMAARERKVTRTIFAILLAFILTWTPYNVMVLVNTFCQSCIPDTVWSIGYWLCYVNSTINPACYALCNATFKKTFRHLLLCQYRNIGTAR
TAAR1 ag – human TAAR1 agonists, primary screen, Fluo-8 calcium fluorescence, CHO RD-HGA16 cells | activation, % at 3 µM | Trace amine-associated receptor 1 (Homo sapiens), Q96RJ0 | AID 624467, 2012 | actives 0.99% (n = 360,000) | vehicle wells 0%, saturating PEA agonist 100%;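 active = activation above the mean activation of all test compounds in the run plus 3 SD, cut at about 38% in these data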
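Assay system – CHO-derived RD-HGA16 cells with stable Gα16 and human TAAR1 · Compound dosing – one-point dosing at 3 µM (nominal) · Incubation – 17-24 h seeding, 75 min 37 °C dye, 30 min RT · Measured by – kinetic Fluo-8 calcium fluorescence · Control set – DMSO vehicle as 0%, PEA at EC100 as 100% · Repeats – single well for each compound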
CHRM5 antagonist – human M5 muscarinic receptor antagonists, primary screen, CHO cells, Fluo-8 calcium fluorescence. Muscarinic acetylcholine receptor M5 (Homo sapiens), P08912. CHO-hM5 cells, ACh EC80. inhibition, % at 3 µM. actives 0.59% (n = 360,000). AID 624040, 2012;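 active = inhibition above a per-plate cutoff, the mean of that plate's test compounds plus 3 SD, cut at about 27% in these data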;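 also: 0% = acetylcholine EC80 with DMSO and 100% = DMSO without agonist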
Target sequence (P08912 whole entry, looked up): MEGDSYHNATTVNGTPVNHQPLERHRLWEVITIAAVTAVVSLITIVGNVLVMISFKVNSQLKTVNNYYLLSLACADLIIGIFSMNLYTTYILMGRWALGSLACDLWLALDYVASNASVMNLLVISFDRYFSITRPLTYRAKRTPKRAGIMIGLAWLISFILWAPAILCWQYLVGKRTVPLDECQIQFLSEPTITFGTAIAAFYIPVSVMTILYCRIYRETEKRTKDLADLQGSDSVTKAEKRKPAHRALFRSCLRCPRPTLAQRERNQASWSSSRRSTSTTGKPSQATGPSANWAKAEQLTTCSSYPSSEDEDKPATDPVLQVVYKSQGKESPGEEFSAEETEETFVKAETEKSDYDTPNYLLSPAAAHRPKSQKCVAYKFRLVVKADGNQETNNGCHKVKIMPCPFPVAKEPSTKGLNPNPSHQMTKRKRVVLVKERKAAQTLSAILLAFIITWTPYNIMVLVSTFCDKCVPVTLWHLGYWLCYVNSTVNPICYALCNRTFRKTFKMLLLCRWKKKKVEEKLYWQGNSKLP
CRFBP-R2 block – antagonists of CRF-BP/CRF-R2 complex, primary screen, cell-based, HEK293, calcium dye fluorescence, uHTS; inhibition, % at 11.8 µM; CRF-induced calcium fluorescence; actives 0.59% (n = 350,000);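 active = inhibition of the ligand-induced calcium signal above about 50% at the single tested concentration, limit read from the data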
CHRM5 PAM – human M5 muscarinic receptor positive allosteric modulators, primary screen, CHO-K1 cells, Fluo-8 calcium fluorescence | CHO-K1 hM5, ACh EC20 PAM; 0% = ACh EC20, 100% = ACh EC100 | activation, % at 3 µM | actives 0.3% (n = 360,000) | AID 624038, 2012;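 active = activation above the run cutoff, the mean activation of all test compounds plus 3 SD, cut at about 18% in these data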
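Replicates: One well per compound, no replicates | System: Human M5 receptor in CHO-K1 cells | Benchmarks: Low control EC20 acetylcholine (0%), high control EC100 acetylcholine (100%) | Probe or stimulus: Acetylcholine, EC20 level | Times: Fluo-8 loading 80 min at 37 °C plus 30 min room temperature | Signal: Intracellular calcium via Fluo-8 fluorescence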
M5 ag – human M5 muscarinic receptor agonists, primary screen, CHO-K1 cells, Fluo-8 calcium fluorescence. AID 624037, 2012. activation, % at 3 µM. CHO-K1 hM5 cells; 0% DMSO wells, 100% maximal acetylcholine response. actives 0.19% (n = 360,000). Muscarinic acetylcholine receptor M5 (Homo sapiens), P08912;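 active = activation above the run's mean over test compounds plus 3 SD, cut at about 23% in these data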;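 also: signal is peak over basal fluorescence ratio across the kinetic read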
TAAR1 antagonist – human TAAR1 antagonists, primary screen, Fluo-8 calcium fluorescence, CHO RD-HGA16 cells; AID 624466, 2012; inhibition, % at 3 µM; Trace amine-associated receptor 1 (Homo sapiens), Q96RJ0; actives 1.5% (n = 360,000); antagonist;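 active = inhibition above a per-plate cutoff, the mean inhibition of test compounds on that plate plus 3 SD, cut at about 49% in these data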;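 also: 0% = DMSO plus EC80 beta-PEA response and 100% = DMSO alone without agonist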
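Assay system: CHO-derived RD-HGA16 cells stably expressing human TAAR1 plus Gα16. Timing: 140 s kinetic read after compound, 140 s after agonist. Technique: kinetic Fluo-8 calcium fluorescence measurement. Measure: % inhibition of agonist calcium response.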
The depositor's hits bear a star; / = no result given.

SMILES	CHO-K1 Ca PAM	CRFR2-BP ag	M4 PAM	TAAR1 ag	CHRM5 antagonist	CRFBP-R2 block	CHRM5 PAM	M5 ag	TAAR1 antagonist
C/C(=N\NC(=O)c1ccc(O)cc1)c1cc2ccccc2o1	-14	-2.6	1	0	6	-9	-7	3	-19
Cc1ccc(CN2C(=O)CCC2C(=O)NCc2ccc(F)cc2)cc1 (stereo not drawn)	11	2.3	1	-2	4	-22	-3	0	-7
O=C(NCC(=O)N1CCN(Cc2ccc3c(c2)OCO3)CC1)c1ccccc1F	1	-1.1	0	3	10	-11	4	4	-10
COc1ccc(OC)c(NC(=O)C(=O)NNC(=O)c2cccs2)c1	21	0.6	13	0	6	-4	-3	-1	-4
Cc1ccc(C(=O)O)cc1NC(=S)NC(=O)c1ccc([N+](=O)[O-])c(C)c1	21	-0.5	4	-1	3	17	-7	-2	0
CC(=O)C1=C(O)C(=Cc2ccccc2)OC1=O	5	-0.7	2	4	-1	9	-2	0	-14
CCS(=O)(=O)N1CCN(C2CCC(C)CC2)CC1 (stereo not drawn)	-8	-2.1	-1	3	-5	-2	-2	-3	1
COc1ccc(-c2nnc(N)s2)cc1	5	-1.1	1	4	-6	11	7	-2	-8
CC(C)N(C(=O)[C@H]1C[C@H](CC(=O)NCCN2CCOCC2)C(=O)N2CCc3c([nH]c4ccc(Cl)cc34)[C@]12C)C(C)C	1	-0.6	-1	1	-5	-2	-1	-3	-22
O=C1Nc2cc(C(=O)N3CCc4ccccc4C3)ccc2S/C1=C\c1ccccc1	27	1.1	4	2	7	-15	-1	-2	0
Cc1c(Cl)cccc1NC(=O)CSc1nccn1C	20	-0.2	4	0	17	20	-4	-4	-21
Cc1ccc(C(=O)/C=C\Nc2ccc(C)c(C)c2)cc1	20	2.9	-5	-1	4	-9	-3	-3	-21
COc1ccc(OC)c(C(=O)CSc2nc3ccccc3n2CC(=O)NC(C)(C)C)c1	18	-0.4	1	0	-2	3	6	0	-12
COc1ccc([N+](=O)[O-])cc1NC(=O)Nc1ccccc1	2	-0.9	-3	4	-1	11	-6	-1	0
Cn1c(=O)c2nc(-c3ccccc3)c(-c3ccccc3)nc2n(C)c1=O	-9	-0.5	-37	4	14	-25	-19	-1	-6
CC1CCC2(CC1)NC(=O)N(CC(=O)N1CCc3ccccc3C1)C2=O (stereo not drawn)	11	-6.5	4	3	0	-12	5	-2	-3
O=[N+]([O-])c1ccc(Sc2ncc3ccccn23)nc1	15	-1.7	2	3	5	4	4	2	3
COc1cc2c(cc1OC)C1(Nc3c-2c(Cc2ccccc2)nn3-c2ccccc2)C(=O)Nc2ccccc21 (stereo not drawn)	18	5.4	8	27	-4	11	2	3	-6
Cc1ccc(C(=O)NC2CCN(C(=O)Nc3ccccc3)CC2)cc1	-8	-1.6	4	-2	-3	0	5	-3	-13
Fc1cccc(Cc2noc(CN3CCCN(C4Cc5ccccc5C4)CC3)n2)c1	20	0.5	-22	1	2	7	-20	-12	3
Cc1cccn2c(=O)c3cc(C(=O)NC4CCCCC4)c(=N)n(Cc4ccc(F)cc4)c3nc12	20	6.7	1	16	7	-6	5	-4	-22
COC(=O)c1c(-c2ccccc2Cl)noc1-c1cnc(N)nc1C(F)(F)F	-2	0.1	0	0	-2	-4	-6	1	4
CC(C)c1ccc(S(=O)(=O)Nc2ccc(-n3cnnn3)cc2)cc1	4	-0.3	-2	13	6	1	-15	7	-1
O=C(NCc1cccc(F)c1)c1cccc2c1C(=O)c1ccc(N3CCCC3)cc1S2(=O)=O	13	91*	-16	/	17	-49	-36	35*	/
O=C(OCC(=O)N1CCN(S(=O)(=O)c2ccc(Cl)cc2)CC1)c1ccc([N+](=O)[O-])o1	15	-0.6	-7	1	-2	41	-2	1	2
SMILES	CHO-K1 Ca PAM	CRFR2-BP ag	M4 PAM	TAAR1 ag	CHRM5 antagonist	CRFBP-R2 block	CHRM5 PAM	M5 ag	TAAR1 antagonist
COc1ccccc1N(CC(=O)NC1CCCC1)C(=O)c1csnn1	7	0.6	7	6	-8	5	3	-5	-10
c1ccc(-n2ncc3c(NCc4cccs4)ncnc32)cc1	17	-2.3	13	10	4	3	-10	-3	32
O=C(N[C@@H](Cc1ccccc1)C(=O)NC1CCCCC1)c1ccco1	24	-2.5	12	10	-9	16	5	0	3
COc1ccccc1NC(=O)CN1CCN(CC(=O)Nc2ccc3c(c2)OCCO3)CC1	17	-1.9	0	14	-4	-10	-1	-3	3
Cc1ccc(C)c(S(=O)(=O)N2CCN(C(=O)C3CCN(C(=O)c4ccc(F)cc4)CC3)CC2)c1	-14	-3.0	4	4	7	1	1	0	-4
CCOc1cc(C(=O)NC2CCCCCCC2)cc(OCC)c1OCC	11	-4.5	28	-3	-8	13	10	-4	-40
O=C1C(NS(=O)(=O)c2ccccc2)=C(N2CCN(c3ccc(F)cc3)CC2)C(=O)c2ccccc21	2	-3.8	-14	7	9	-14	-7	-2	-24
NCCn1c(-c2ccccc2)cc(C(=O)O)c1-c1ccccc1F	17	-0.6	1	10	4	3	3	3	-3
CCCn1c(N2CCN(C(=O)NCc3ccccc3)CC2)nc2ccccc21	-8	-2.9	-1	-2	-2	-11	3	-5	7
CC(=O)NCCC1CCN(c2nc3nonc3nc2N(C)Cc2ccccc2)CC1	16	-1.3	-8	1	-1	15	0	-2	-20
CC(=O)N/N=C/c1c(C)[nH]n(-c2ccccc2)c1=O	13	0.3	0	3	-6	3	2	-9	-11
COc1ccc(N)c(C)c1	19	0.3	2	0	7	10	2	2	-7
CCn1cnc2cc(NCc3cccc(OC)c3O)ccc21	13	0.4	4	1	4	16	-2	1	-3
Cc1csc(Nc2ccccc2)[n+]1C	14	-0.5	-1	3	4	21	6	-3	7
CSCCC(NC(=O)c1ccco1)C(=O)N1CCCCCCC1 (stereo not drawn)	11	-0.6	4	1	-3	4	2	3	-16
COc1ccccc1C(=O)NC1CCCCCCC1	9	0.4	-1	23	0	1	-4	-4	-8
CSc1ccc(CN(C)C(=O)C2CCN(C(=O)Nc3ccccc3)CC2)cc1	12	-1.3	17	6	13	-3	-2	4	28
O=C1CCCc2ccccc2N1Cc1ccc(Cl)cc1	11	-1.2	-7	11	9	3	-1	-7	-11
CCOC(=O)c1c(OCCO)nn(-c2ccc(Cl)cc2)c1N	-18	-1.1	-11	1	16	0	-16	1	-11
Cn1c(Cc2ccccc2)nnc1SCC(=O)Nc1ccc2c(c1)OCO2	5	-0.6	6	0	1	5	-2	-1	15
Cc1ccc(C(CNS(=O)(=O)c2ccc([N+](=O)[O-])cc2)N2CCN(C)CC2)cc1 (stereo not drawn)	-10	2.0	-6	1	-1	-4	-6	-6	5
C[C@H]1CC[C@@]2(O[C@@H](CCO)C[C@@H](O)[C@@H]2O)O1	-11	3.3	14	16	-1	2	1	4	3
COC(=O)c1ccc(COc2cccc(OC)c2)o1	14	-1.6	1	8	6	12	-6	-4	5
Cc1cccc(NC(=O)N2CCCC2C(=O)NCc2ccccc2)c1 (stereo not drawn)	12	-2.8	-2	-1	-7	15	5	-1	-18
O=C(NC(=O)C(F)(F)F)Nc1ccc(S(=O)(=O)Nc2nccs2)cc1	-7	0.8	-6	-1	-11	2	1	5	3
SMILES	CHO-K1 Ca PAM	CRFR2-BP ag	M4 PAM	TAAR1 ag	CHRM5 antagonist	CRFBP-R2 block	CHRM5 PAM	M5 ag	TAAR1 antagonist
O=C(NCCCn1ccnc1)/C(=C/c1ccc(Cl)cc1)NC(=O)c1ccccc1	-7	0.2	5	0	12	0	-8	-4	-17
CCN1C(=O)C(CC(=O)NCCc2ccccc2)N(NC(=O)c2cccnc2)C1=S (stereo not drawn)	9	-1.4	0	0	3	2	4	7	-4
CN1CCC(OC(=O)COc2ccc(C(C)(C)C)cc2)CC1	15	-2.0	1	9	2	1	-6	-4	-11
CSc1ccc(C(O)c2ncc(-c3ccccc3Cl)[nH]2)cc1 (stereo not drawn)	19	/	3	4	-2	/	-5	2	-5
CCC(=O)N1CCc2cc(S(=O)(=O)CCC(=O)N(C)c3ccc(OC)cc3)ccc21	-8	-0.3	0	4	-4	1	-3	-5	-18
O=C(N/N=C/c1cc([N+](=O)[O-])ccc1O)c1cccc2cc[nH]c12	-16	0.2	6	1	-8	-4	7	-1	17
C/C(=N\NC(=O)CSCc1ccc(Cl)cc1)c1ccc2c(c1)OCCO2	-13	-0.8	-8	15	5	-4	-9	-6	-1
COc1ccc(OC)c(C(=O)Nc2c(O)ccc3ccccc23)c1	2	-1.2	2	-3	1	-9	-4	-1	9
Cc1cccc(C(=O)NC2CC3CCCC(C2)N3S(=O)(=O)c2ccccc2)c1 (stereo not drawn)	13	-0.9	1	7	4	12	-7	1	17
CCN(CC)c1ccc(NC(=O)c2cc(OC)cc(OC)c2)c(C)c1	-6	-1.6	-5	4	4	5	-5	-4	-3
COc1ccc(C2c3c(ncn(CCN4CCOCC4)c3=N)Oc3ccc4ccccc4c32)cc1 (stereo not drawn)	13	-0.7	-1	16	11	4	-9	-7	17
O=C(O)c1[nH]c2ccccc2c1C(c1ccccc1)c1c(C(=O)O)[nH]c2ccccc12	-19	-0.4	-7	5	15	0	-4	-3	1
C=CCn1c(SCC(=O)N(CC)C2CCS(=O)(=O)C2)nc2ccccc2c1=O (stereo not drawn)	12	-0.3	-6	0	5	-2	-1	-4	-12

Shown field by field: part of the list above
Structure: COc1cc2c(cc1OC)C1(Nc3c-2c(Cc2ccccc2)nn3-c2ccccc2)C(=O)Nc2ccccc21 (stereo not drawn)
  CHO-K1 Ca PAM: 18	CRFR2-BP ag: 5.4	M4 PAM: 8	TAAR1 ag: 27	CHRM5 antagonist: -4	CRFBP-R2 block: 11	CHRM5 PAM: 2	M5 ag: 3	TAAR1 antagonist: -6
Structure: Cc1ccc(C(=O)NC2CCN(C(=O)Nc3ccccc3)CC2)cc1
  CHO-K1 Ca PAM: -8	CRFR2-BP ag: -1.6	M4 PAM: 4	TAAR1 ag: -2	CHRM5 antagonist: -3	CRFBP-R2 block: 0	CHRM5 PAM: 5	M5 ag: -3	TAAR1 antagonist: -13
Structure: Fc1cccc(Cc2noc(CN3CCCN(C4Cc5ccccc5C4)CC3)n2)c1
  CHO-K1 Ca PAM: 20	CRFR2-BP ag: 0.5	M4 PAM: -22	TAAR1 ag: 1	CHRM5 antagonist: 2	CRFBP-R2 block: 7	CHRM5 PAM: -20	M5 ag: -12	TAAR1 antagonist: 3
